# Screening data as filed in PubChem BioAssay.
# GPR151 ag: activators of human GPR151. AID 1508602. hit rate 1% among 650,000. activation, % at 11.2 µM. Q8TDV0. PathHunter beta-arrestin GPR151 cells, luminescence; in the data active means activation above about 4.9%;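 further: 0% = median of compound wells and 100% = cells with positive control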
# TEAD-YAP inh: TEAD-YAP interaction inhibition; inhibition, % at 9.12 µM; hit rate 1.4% among 640,000; HEK-TIYL cells, TEAD-Gal4/YAP UAS-luciferase luminescence; in the data active means inhibition above about 32%;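 further: 0% = median of test compound wells and 100% = reference inhibitor wells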
# FBW7 act: activators of human E3 ligase FBW7. Q969H0. AlphaScreen FBW7–phospho-cyclin E peptide binding, activator screen. normalized activity (activation), % at 26.1 µM. hit rate 0.13% among 650,000. AID 1259310; in the data active means normalized activity above about 1.9%;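 further: purified mutant Fbw7 with reduced substrate affinity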
# Target sequence (Q969H0 whole entry, looked up): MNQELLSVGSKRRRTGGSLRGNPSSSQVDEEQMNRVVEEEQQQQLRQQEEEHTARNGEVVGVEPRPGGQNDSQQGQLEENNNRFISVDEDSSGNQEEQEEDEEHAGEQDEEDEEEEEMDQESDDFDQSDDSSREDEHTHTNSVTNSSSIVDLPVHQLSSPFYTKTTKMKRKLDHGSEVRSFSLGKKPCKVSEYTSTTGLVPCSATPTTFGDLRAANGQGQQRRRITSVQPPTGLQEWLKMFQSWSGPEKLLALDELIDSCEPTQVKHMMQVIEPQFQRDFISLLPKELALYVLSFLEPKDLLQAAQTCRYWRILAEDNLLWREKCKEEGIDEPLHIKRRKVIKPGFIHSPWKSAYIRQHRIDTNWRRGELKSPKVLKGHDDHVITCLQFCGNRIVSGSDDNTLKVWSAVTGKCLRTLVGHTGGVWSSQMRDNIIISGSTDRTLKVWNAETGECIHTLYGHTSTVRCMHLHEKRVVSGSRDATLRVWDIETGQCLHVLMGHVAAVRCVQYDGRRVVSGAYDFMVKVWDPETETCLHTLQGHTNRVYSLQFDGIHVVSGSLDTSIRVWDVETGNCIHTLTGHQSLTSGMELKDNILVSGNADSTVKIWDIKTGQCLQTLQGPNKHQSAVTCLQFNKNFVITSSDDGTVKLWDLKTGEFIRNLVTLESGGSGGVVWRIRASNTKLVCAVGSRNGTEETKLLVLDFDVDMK
# MITF primary: blocks human microphthalmia-associated transcription factor | O75030 | hit rate 0.91% among 650,000 | AID 1259374 | AlphaScreen MITF homodimerization, bead proximity signal | inhibition, % at 2.6 µM; in the data active means inhibition above about 50%;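 further: 0% = vehicle wells with protein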
# Starred values were filed as active, the others as inactive.
SMILES,GPR151 ag,TEAD-YAP inh,FBW7 act,MITF primary
COc1cccc(CN2CCNC(=O)C2CC(=O)NCc2ccc(C)c(F)c2F)c1OC (stereo unspecified),-0.2,-5,0.1,5
COc1ccc(-c2cc(C(=O)Nc3c(C)nn(Cc4ccccc4)c3C)no2)cc1,-0.3,0,0.4,2
COC(=O)C(C)NC(=O)C(C)NC(=O)OCc1ccccc1 (stereo unspecified),0.6,6,0.1,17
Cc1ccc(NS(=O)(=O)c2ccc3c(c2)n(C)c(=O)c(=O)n3C)c(Br)c1,0.5,-3,0.8,6
COC(=O)c1ccc(N2C(=O)c3ccc(C(=O)OC(C)C(=O)c4ccccc4)cc3C2=O)cc1 (stereo unspecified),0.8,-12,0.0,2
COc1ccc(NC(=O)COc2cc(C)ccc2C(C)C)cc1,-0.1,7,0.0,-4
Cc1ccc(-n2c(N)c(Br)c(=O)[nH]c2=O)cc1C,0.6,6,-0.1,15
COc1cc(/C=C/C(=O)NCc2ccco2)ccc1OCc1ccccc1,-0.7,-3,0.2,17
COc1ccccc1C1=N/C(=C\c2ccc(N(C)C)cc2)C(=O)O1,1.7,-1,0.0,11
N#CSc1ccc(NC(=O)CSc2nnnn2-c2ccccc2)cc1,-0.5,28,0.1,-7
COc1ccc(C(=O)Nc2ccccc2N2CCCCC2)cc1[N+](=O)[O-],0.0,-1,-0.2,-1
Cc1cc(-n2c(C)cc(/C=N/O)c2C)ccc1I,0.7,-2,0.6,21
Cc1cc([N+](=O)[O-])c(NC(C(=O)O)c2ccccc2)c([N+](=O)[O-])c1 (stereo unspecified),0.7,0,-0.1,-9
CCOC(=O)c1ccc2ncc(C(=O)OCC)c(NCCCCCO)c2c1,-0.6,2,0.1,5
COc1cccc(CN2CCNC(=O)C2CC(=O)NCC2CCOCC2)c1 (stereo unspecified),0.9,-5,0.0,-11
O=c1c2ccccc2nc(-c2ccc(F)cc2)n1NCc1ccc(Br)cc1,-0.1,-4,-0.1,4
Cc1ccc2c(c1C)NC(c1ccc([N+](=O)[O-])cc1)C1CC=CC21 (stereo unspecified),0.1,-6,-0.3,-5
Cc1ccc(-c2noc(CN(C(C)C)S(=O)(=O)c3ccccc3)n2)cc1,-0.6,0,-0.1,-13
COc1ccc(CCn2c(SCC(=O)Nc3cc(C)[nH]n3)nc3ccsc3c2=O)cc1OC,-1.7,26,0.3,9
CC12CCC(C(=O)O)(C/C1=N\Nc1ccccc1)C2(C)C (stereo unspecified),1.4,-14,0.0,-2

# Some of the entries so far, as labelled records:
COc1ccccc1C1=N/C(=C\c2ccc(N(C)C)cc2)C(=O)O1
  GPR151 ag: 1.7
  TEAD-YAP inh: -1
  FBW7 act: 0.0
  MITF primary: 11

O=c1c2ccccc2nc(-c2ccc(F)cc2)n1NCc1ccc(Br)cc1
  GPR151 ag: -0.1
  TEAD-YAP inh: -4
  FBW7 act: -0.1
  MITF primary: 4

N#CSc1ccc(NC(=O)CSc2nnnn2-c2ccccc2)cc1
  GPR151 ag: -0.5
  TEAD-YAP inh: 28
  FBW7 act: 0.1
  MITF primary: -7

CCOC(=O)c1ccc2ncc(C(=O)OCC)c(NCCCCCO)c2c1
  GPR151 ag: -0.6
  TEAD-YAP inh: 2
  FBW7 act: 0.1
  MITF primary: 5

# Continued:
SMILES,GPR151 ag,TEAD-YAP inh,FBW7 act,MITF primary
CCC1CN(CCNC(=O)Cn2cncn2)Cc2cc(OC)ccc2O1 (stereo unspecified),2.6,2,0.0,11
COc1cc(Nc2ccnc(N3CCN(Cc4ccc5c(c4)OCO5)CC3)n2)cc(OC)c1OC,-1.2,22,0.3,17
CCn1ccnc1CN(C)C(=O)CC1C(=O)NCCN1CC1CCCCC1 (stereo unspecified),-1.0,3,0.8,12
CCCCc1ccc(-c2nc(C=Nc3ccc(C)cc3)c(O)o2)cc1,0.3,-5,0.0,4
CCOC(=O)c1c(C)nc(C(Cl)(Cl)Cl)nc1N,-0.3,-24,0.5,14
CCC(Oc1ccccc1)C(=O)Nc1nn2c(C)nnc2s1 (stereo unspecified),0.6,-7,-0.1,-3
C/C(=N\NC(=O)c1cccc(Br)c1)c1ccccc1O,1.9,-5,-0.2,48
CCN1CCN(Cc2c(C(=O)NN=C3CCCCCC3)nnn2-c2nonc2N)CC1,-0.4,-10,0.5,-5
CC1SC(C)C(=O)N(CC(=O)NCc2ccco2)C1=O (stereo unspecified),1.3,12,0.0,1
CCOC(=O)CC(NS(=O)(=O)c1cc([N+](=O)[O-])ccc1Cl)c1ccc(C)cc1 (stereo unspecified),1.2,-3,0.0,10
CC1(C)Cc2nc3sc4c(SCC(=O)N5CCOCC5)ncnc4c3cc2CO1,5.9*,-5,0.1,-17
O=S(=O)(C1CC1)N1CCN(c2ccc(-c3ccccn3)nn2)CC1,-8.8,59*,-1.6,122*
Cc1ccccc1OCc1nc(C#N)c(NCCN(C)C)o1,-0.2,8,-0.1,7
Nc1cccc2c1C(=O)N(CC(=O)N1CCN(c3ccccc3)CC1)C2=O,0.6,1,-0.1,-2
O=C(Nc1ncnc2sc3c(c12)CCCC3)c1ccco1,1.0,4,-0.1,-6
COc1ccc(CC(=O)NC2C3CC4CC(C3)CC2C4)cc1OC (stereo unspecified),4.0,5,0.2,17
CSc1nc2ccc3nc(NC(=O)c4ccc(Oc5ccccc5)cc4)sc3c2s1,1.0,-10,-0.1,2
CN(C)CC(=O)Nc1cccc(CNC(=O)Nc2ccc(-c3cn[nH]c3)cc2)c1,0.6,11,0.9,5
CCc1cc2c(Nc3ccc(OC)cc3)ncnc2s1,0.9,-9,-0.1,2
Cc1cc(C)c(NC(=O)C2CCC(=O)N2)c(C)c1 (stereo unspecified),0.4,7,0.1,13
Cc1ccc2c(c1)C=C/C(=C\c1cccc[n+]1C)N2C,1.2,84*,0.1,12
CCn1cc(C(=O)NN)c(=O)c2cc(F)c(N3CCCCC3)cc21,-0.6,2,-0.1,6
CCc1ccc(C2CC(c3cc(OC)ccc3OC)n3nnnc3N2)cc1 (stereo unspecified),-0.5,-1,0.0,1
Fc1nc(N2CCOCC2)c2c(c1Cl)Oc1ccccc1O2,1.0,1,0.0,6
COc1cc(C=C(C#N)C#N)ccc1OC(=O)c1ccc(Cl)s1,0.5,-1,0.1,-7
CCc1ccccc1N(C)S(=O)(=O)c1ccc2[nH]cc(C(=O)NCCc3ccccc3)c(=O)c2c1,1.7,-1,-0.1,-4
COc1cccc(C(=O)N2CCC3(CC2)CC3C(=O)NCCCc2ccccc2)c1OC (stereo unspecified),0.2,-1,0.7,73*
Cc1cc(O)cc2c1C(=O)/C(=C/c1cccnc1)O2,-6.4,61*,0.1,-4
CNC(=S)NCc1ccc(Cl)cc1,0.8,5,-0.1,-15
Oc1ccccc1-c1nc2ncccn2c1Nc1ccccc1,1.3,4,-0.1,5
Cc1ccc(NC(=O)CSc2nnc3c4ccccc4n(C)c3n2)cc1NC(=O)CSc1nnc2c3ccccc3n(C)c2n1,-0.1,-8,-0.2,-2
O=C(Nc1ccc(NC(=O)c2cccs2)nc1)c1ccccn1,-3.1,-26,-0.2,2
CC12CC(NC(=O)N1c1cccc(F)c1)c1cc(Br)ccc1O2 (stereo unspecified),-1.1,8,0.0,14
CC(Sc1n[nH]c(-c2ccccc2O)n1)C(=O)Nc1cccc([N+](=O)[O-])c1 (stereo unspecified),-2.0,24,0.6,-5
O=CNC(=O)c1sc2nccc3c2c1N=CN3c1ccccc1,1.6,6,0.2,15
C=CCn1c(=O)c2ccccc2n2c(SCc3cc(=O)oc4cc(O)ccc34)nnc12,1.0,2,0.0,2
CC(=O)Oc1ccnc(C(F)(F)F)c1C(C)=O,1.3,-2,0.0,-14
COc1cc(/C=C2\C(=O)NC(=S)N(c3cccc(C)c3)C2=O)cc(OC)c1OC,-0.8,-3,0.0,-7
Cc1cc(Nc2ccccc2C#N)n2ncnc2n1,-0.2,0,0.1,4
COc1cc(-c2csc(N)n2)cc(OC)c1OC,0.1,-6,0.2,-2
COc1ccccc1C1=N/C(=C\c2ccccc2C(F)(F)F)C(=O)O1,2.4,-4,-0.1,4
Cc1ccc(-c2noc(C3CCN(S(=O)(=O)c4ccc5c(c4)OCCO5)CC3)n2)o1,-0.4,6,0.0,63*
CCOc1ccc2c(c1)[C@@H]1C=CC[C@@H]1[C@H](c1ccccc1Cl)N2,-0.3,0,-0.3,14
O=C(Nc1nc(-c2cc3ccccc3oc2=O)cs1)c1ccccc1Oc1ccccc1,0.9,5,0.0,16
COc1cc(Oc2ccccc2C(=O)NC(C)C)nc(OC)n1,-1.5,1,0.0,-6
O=C(Nc1c(C(=O)N2CCOCC2)cnn1-c1ccccc1Cl)c1ccccc1Cl,-0.1,-1,0.0,-2
CCNc1nc(NCCCN2CCCC2=O)c2ncn(Cc3ccc(C(F)(F)F)cc3)c2n1,1.7,-4,0.1,-2
O=C(CCNS(=O)(=O)c1ccc2nc(-c3ccccc3)[nH]c2c1)NC1CCCC1,0.7,-3,-0.2,3
CCN(CC)c1nc(NCc2ccccc2)nc(NC2CCN(Cc3ccccc3)CC2)n1,-0.7,5,0.7,2
Nc1nc(NCc2nc3ccccc3[nH]2)cc(N2CCC(N3CCOCC3)CC2)n1,-0.1,1,-0.1,3
CC1=C(C(=O)OCc2ccccc2)C(c2cccnc2)C(C#N)=C(N)O1 (stereo unspecified),-0.5,-8,-0.3,3
CCCNC(=O)c1ccccc1NC(=O)Nc1ccc(Cl)c(Cl)c1,-0.2,-6,-0.1,2
O=C1OC(c2ccccc2)=N/C1=C\N1CCCCC1,-1.7,-59,0.5,14
c1csc(C2=NN(c3nc(-c4ccc5ccccc5c4)cs3)C(c3ccoc3)C2)c1 (stereo unspecified),0.0,-10,0.2,13
O=C(NC(C(=O)c1ccccc1)n1cnccc1=O)c1ccccc1 (stereo unspecified),-0.6,-17,-0.1,1
CCc1ccc(CNC(=O)C(=O)NCCC(C)C)cc1,-0.9,-3,0.0,-4
COC(=O)c1ccc2c(=O)n(CCN3CCOCC3)c(SCC(=O)Nc3cccc(C(F)(F)F)c3)nc2c1,2.5,-7,0.0,5
NC(=S)n1[nH]c(-c2ccccc2)c(N=Nc2ccc(S(N)(=O)=O)cc2)c1=O,0.3,1,-0.7,7
CCOC(=O)c1cc(-c2c[nH]c3ccccc23)no1,0.8,-26,0.0,-14
CSc1nc(O)c(C(c2ccccn2)c2c(O)nc(SC)[nH]c2=O)c(=O)[nH]1,0.0,-1,-0.1,14

# Given as labelled records: 3 of the compounds above.
CCNc1nc(NCCCN2CCCC2=O)c2ncn(Cc3ccc(C(F)(F)F)cc3)c2n1
  GPR151 ag = 1.7	TEAD-YAP inh = -4	FBW7 act = 0.1	MITF primary = -2

O=C(CCNS(=O)(=O)c1ccc2nc(-c3ccccc3)[nH]c2c1)NC1CCCC1
  GPR151 ag = 0.7	TEAD-YAP inh = -3	FBW7 act = -0.2	MITF primary = 3

CCN(CC)c1nc(NCc2ccccc2)nc(NC2CCN(Cc3ccccc3)CC2)n1
  GPR151 ag = -0.7	TEAD-YAP inh = 5	FBW7 act = 0.7	MITF primary = 2

# Entries of single compounds as entered above. Order of values: GPR151 ag, TEAD-YAP inh, FBW7 act, MITF primary
# O=C(NC(C(=O)c1ccccc1)n1cnccc1=O)c1ccccc1 (stereo unspecified) across the screens: -0.6, -17, -0.1, 1
# c1csc(C2=NN(c3nc(-c4ccc5ccccc5c4)cs3)C(c3ccoc3)C2)c1 (stereo unspecified) across the screens: 0.0, -10, 0.2, 13
# CCN(CC)c1nc(NCc2ccccc2)nc(NC2CCN(Cc3ccccc3)CC2)n1 across the screens: -0.7, 5, 0.7, 2

# More entries
SMILES,GPR151 ag,TEAD-YAP inh,FBW7 act,MITF primary
CC(c1ccccc1)C(CC(=O)Nc1ccccc1I)C(=O)O (stereo unspecified),1.8,10,0.5,13
OC(CCl)CN1CCN(c2cccc(C(F)(F)F)c2)CC1 (stereo unspecified),-0.1,-5,0.0,-6
Cc1ccc(NC(=O)c2ccc3c(=O)n(CCc4ccccc4)c(=S)[nH]c3c2)cc1Cl,-0.7,-2,0.0,0
COc1ccc(S(=O)(=O)N2C(=O)C(=O)c3ccccc32)cc1,-1.1,-2,0.0,-8
CC(=O)c1ccc(S(=O)(=O)N2CCN(C(=S)NC3CC4CCC3C4)CC2)cc1 (stereo unspecified),0.1,5,-0.1,4
Cc1ccc(NC(=O)CCC(=O)Nc2ccc(C)c(C)c2)cc1C,0.1,5,-0.1,4
O=C(O)c1cc(N2C(=O)/C(=C/c3ccc4c(c3)OCO4)SC2=S)ccc1O,-1.5,1,0.0,17
O=C(NCc1n[nH]c(=S)n1-c1ccccc1Cl)c1ccc(S(=O)(=O)N2CCCC2)cc1,2.3,-12,-0.4,-6
OCC(O)C(O)C(O)c1cnc2ccccc2n1 (stereo unspecified),-0.3,5,0.1,0
CCOC(=O)c1[nH]c(C)c(C(=O)NC(CC)c2cccs2)c1C (stereo unspecified),0.2,-4,-0.1,12
COc1ccc(-c2ncnn2-c2ccc(Cl)cc2)cc1OC,0.9,-3,-0.1,-1
Cc1ccc(OCC(=O)Nc2nnn(C)n2)c(C)c1,0.1,-18,0.2,-7
O=C(Nc1ccnn1C1CCN(C(=O)C2(c3ccc(Cl)cc3)CC2)CC1)C1CC1,-1.9,-21,-0.1,-11
